EPAC1 agonist: EPAC1 (human) agonism; actives 0.073% (n = 360,000); EPAC1 agonist qHTS, biochemical assay; response scale: 100% = response to 6.5 mM cAMP; Potency, µM (series often up to 154 µM), for inactives: at the top dose activation, hits mostly activators; AID 720707; further: potency means the concentration at half of the fitted maximal effect; nearly all actives have a fitted effect of over 60% in size
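EPAC1 100 nM, Rap1B–BODIPY-GDP 250 nM, unlabeled GDP 50 uM; compound titration; 5 min RT; kinetic read ex480/em540 at 5-min intervals ×30 min; data normalized to 6.5 mM cAMP agonist control.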
EPAC2 antag: antagonists of human EPAC2; Q8WZA2; AID 720708; actives 0.18% (n = 360,000); Potency, µM (series often up to 114 µM), for the others: at the highest dose activity, negative = inhibition, hits mostly inhibitors; EPAC2 GEF exchange of Rap1B-BODIPY-GDP, fluorescence; further: potency means the concentration at half of the fitted maximal effect; on the % scale 0 is the no-effect control and ±100 the full control effect; nearly all actives have a fitted effect of over 45% in size; many of its hits are not listed in these tables
EPAC1 antagonist: antagonists of human EPAC1; Potency, µM (titrated, usually from 115 µM), inactives show at the top dose activity change, negative = inhibition, hits mostly inhibitors; EPAC1 GEF assay, Rap1b-BODIPY-GDP exchange fluorescence; O95398; AID 720709; actives 0.14% (n = 360,000);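 further: potency means the concentration at half of the fitted maximal effect; plate controls were vehicle for no effect and positive control for full effect; nearly all actives have a fitted effect of over 50% in size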
Mm-Cpn inhibitor: blocks the Methanococcus maripaludis chaperonin Mm-Cpn; purified Mm-Cpn ATPase, ADP Transcreener TR-FRET; actives 0.031% (n = 330,000); Potency, µM (doses to about 76.9 µM), without a hit: top-dose activity, negative = inhibition, most hits filed as inhibitors; further: potency means the concentration at half of the fitted maximal effect; on the % scale 0 is the no-effect control and ±100 the full control effect; nearly all actives have a fitted effect of over 80% in size
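Inhibition of chaperonin ATP hydrolysis is measured as reduced ADP production, detected by competitive TR-FRET in which signal falls with ADP. Final enzyme 25 nM and ATP 10 uM, reacted 30 min at 37°C.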
PLK1 PBD block: inhibitors of human PLK1 polo-box domain binding; Plk1 PBD binding of FITC phosphopeptide, fluorescence polarization; Potency, µM, without a hit: max response, negative = inhibition, usual class: inhibitors; actives 2.8% (n = 360,000); further: potency means the concentration at half of the fitted maximal effect; series mostly up to about 57 µM; on the % scale 0 is the no-effect control and ±100 the full control effect; nearly all actives have a fitted effect of over 65% in size
Target sequence (P53350 whole entry, looked up, the tested form may be a part): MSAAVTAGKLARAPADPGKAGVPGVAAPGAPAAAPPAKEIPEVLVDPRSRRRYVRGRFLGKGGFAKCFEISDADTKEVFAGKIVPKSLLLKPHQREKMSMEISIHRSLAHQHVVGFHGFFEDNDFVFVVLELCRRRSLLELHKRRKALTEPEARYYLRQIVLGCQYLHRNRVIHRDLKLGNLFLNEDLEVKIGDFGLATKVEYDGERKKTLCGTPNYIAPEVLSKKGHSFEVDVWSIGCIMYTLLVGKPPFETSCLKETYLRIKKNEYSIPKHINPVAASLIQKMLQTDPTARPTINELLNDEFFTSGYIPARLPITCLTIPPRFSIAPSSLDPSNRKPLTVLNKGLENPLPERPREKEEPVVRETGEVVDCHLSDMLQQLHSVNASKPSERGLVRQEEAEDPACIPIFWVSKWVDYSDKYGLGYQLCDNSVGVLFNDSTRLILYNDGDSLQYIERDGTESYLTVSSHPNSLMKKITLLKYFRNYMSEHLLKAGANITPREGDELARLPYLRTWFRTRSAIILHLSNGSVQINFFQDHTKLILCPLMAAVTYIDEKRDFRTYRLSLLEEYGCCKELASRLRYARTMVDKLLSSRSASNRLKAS
CCT chaperon mod: cytosolic chaperonin activity modulation | purified chaperonin ATPase assay, HTRF ADP detection, 30 min | AID 651819 | activity change, % (concentration not given with the values), hits read low | actives 0.3% (n = 360,000); in the data active means activity change below about -30%; further: on the % scale 0 is the no-effect control and ±100 the full control effect
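Enzyme 40 or 20 nM (batch-dependent) in Tris pH 7.4/KCl/MgCl2/DTT; cpd 76 uM single point; ATP 10 uM; 30 min 37 °C; Transcreener ADP HTRF detection, 30 min RT; ratio 665/615.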
WRN helicase inh: WRN helicase (human) inhibition. actives 0.46% (n = 360,000). Potency, µM (doses to about 114 µM), for inactives: at the highest dose activity change, negative = inhibition, most hits filed as inhibitors. WRN helicase unwinding, fluorescent forked duplex, kinetic; further: potency means the concentration at half of the fitted maximal effect; on the % scale 0 is the no-effect control and ±100 the full control effect; nearly all actives have a fitted effect of over 55% in size
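Fluorescence dequenching readout, ex 525 nm/em 598 nm, kinetic mode: forked duplex DNA (100 nM final) with adjacent fluorophore and quencher unwound by WRN (20 nM final) with 2 mM ATP. Compound preincubation 15 min, room temperature.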
PI5P4Ka inh: blocks human PI5P4K alpha kinase activity; PI5P4Kalpha enzyme, ADP-Glo luminescence, 60 min; active compounds read low; P48426; actives 1.2% (n = 330,000); max response, %; active means max response of -50% or lower; inconclusive means between -30% and -50%; inactive means -30% or higher; further: value at the top dose of about 77 µM; on the % scale 0 is the no-effect control and ±100 the full control effect
Target sequence (P48426 whole entry, looked up): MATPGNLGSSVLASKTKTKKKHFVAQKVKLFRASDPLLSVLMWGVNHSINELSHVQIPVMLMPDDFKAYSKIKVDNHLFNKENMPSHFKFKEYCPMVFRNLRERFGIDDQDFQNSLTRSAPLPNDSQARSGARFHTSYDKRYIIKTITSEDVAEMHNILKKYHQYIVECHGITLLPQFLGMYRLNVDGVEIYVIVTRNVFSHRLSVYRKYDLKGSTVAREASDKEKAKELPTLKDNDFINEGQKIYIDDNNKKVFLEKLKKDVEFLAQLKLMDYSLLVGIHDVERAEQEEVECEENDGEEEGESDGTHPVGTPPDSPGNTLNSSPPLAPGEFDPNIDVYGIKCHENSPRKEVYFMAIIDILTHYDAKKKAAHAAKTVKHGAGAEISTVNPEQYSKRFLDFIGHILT
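ADP-Glo luminescence end-point read after a 60 min room-temperature kinase reaction of PI5P4Kalpha plus substrate, initiated with ATP at 5 microM final. Buffer: 0.038 M HEPES pH 7.4, EGTA, 0.1% CHAPS, 5% DMSO.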
An asterisk follows results filed as active; ? = inconclusive; nt = not tested or not shown; [ ] = dose if it differs, or a comment. Unless noted, the call rests on the fitted dose curve; in most records, active means well fitted curve in the direction sought with a large enough effect; inconclusive means small, poorly fitted or top-dose-only effect, or another doubt; inactive means no such curve, though single readings can be large; an effect the other way counts as inactive or inconclusive.

mol,EPAC1 agonist,EPAC2 antag,EPAC1 antagonist,Mm-Cpn inhibitor,PLK1 PBD block,CCT chaperon mod,WRN helicase inh,PI5P4Ka inh
O=C(CCCCn1ccc(=O)[nH]c1=O)Nc1ccc(O)c(C(=O)O)c1,-8%,18%,-8%,nt,-1%,-0.3,3%,-8
CCOc1cc(/C=N/Nc2cccc(C(=O)O)c2)ccc1OCC(=O)N1CCCCC1,-3%,-1%,-6%,0%,?,-1.3,-21%,-9
Cn1cc(CN2CCN(CCO)CC2)c(-c2ccc(Oc3ccccc3)cc2)n1,9%,11%,0%,-1%[15.4 µM],-2%,-1.8,3%,-2
Cc1cc[n+](CC(=O)Nc2ccccc2)cc1,2%,7%,-2%,2%,-15%,-11,-26%,-7
COc1ccc(-c2nnsc2N2C(=O)c3ccccc3C2=O)cc1,9%,-15%,9%,2%,-13%,-0.4,4%,5
COc1cccc(NC(=S)NC(=O)c2cccnc2)c1,-7%,-8%,-8%,1%,0%,-2.7,5%,-1
C/C(=N\N1CCN(c2ccccc2)CC1)c1ccco1,-5%,6%,-12%,2%,?,-8.5,-3%,1
CC(C(=O)NC1CCCCCC1)N(c1ccccc1)S(C)(=O)=O (stereo not given),2%,-2%,-2%,-3%,-1%,-1.7,7%,0
Cc1ccc(OCC(=O)NNC(=O)c2cc(C)[nH]n2)cc1,2%,1%,7%,1%,-2%,-0.3,-5%,-5
Cc1cc(C(=O)CN2C(=O)C(=O)N(C3CCCC3)C2=O)c(C)n1CCc1ccccc1,4%,0%,7%,-2%,-4%,-1.6,8%,0
CS(=O)(=O)c1ccc(-c2nnc(NC(=O)c3ccc(S(=O)(=O)N4CCCC4)cc3)o2)cc1,-6%,10%,-8%,-1%,-7%,-0.4,4%,?
Cc1cccc(NC(=O)CCOc2ccccc2)c1C,-3%,-8%,3%,2%,-4%,0.6,-4%,6
CCC(C)NC(=O)C1CCCN(S(=O)(=O)c2ccc3c(c2)CC(C)N3C(C)=O)C1 (stereo not given),8%,9%,8%,1%,2%,-2.1,1%,-2
CCc1cccc(CC)c1NC(=O)CN1C2CCCC1CC(NC(=O)Nc1cccc(OC)c1)C2 (stereo not given),-5%,-12%,?,0%,-9%,-2.5,1%,-4
Cc1cc(NC(=O)COC(=O)CCNS(=O)(=O)c2cccc(C(F)(F)F)c2)no1,2%,1%,-19%,0%,-15%,0.8,-18%,2
CCN(CC)c1ccc(S(=O)(=O)N2CCCCC2)cc1NC(=O)C1CCC1,-3%,0%,2%,-2%,2%,-3.7,6%,-2
CCOC(=O)C1CCCCN1C(=O)CCc1nnc(-c2ccc3c(c2)OCO3)o1 (stereo not given),-5%,-3%,3%,nt,-7%,-1.1,-35%,6
C(=N\Nc1nn2cnnc2c2ccccc12)/c1ccco1,1%,14%,-3%,1%,-4%,-0.5,?,-15
Cc1csc2nc(COC(=O)CNC(=O)c3ccc(Cl)cc3)cc(=O)n12,12%,1%,9%,-2%,-20%,-2.4,13%,-3
COc1ccccc1NC(=O)CSc1n[nH]c(-c2cccnc2)n1,10%,1%,-18%,-1%,1%,2.4,-23%,2
COc1ccc(S(=O)(=O)Nc2cccc3c2O[C@H](CN(C)Cc2ccncc2)[C@@H](C)CN([C@H](C)CO)C3=O)cc1,-1%,-2%,5%,2%,-10%,-0.7,0%,2
O=C1C=C(c2ccccc2)C(O)(c2ccccc2)C1 (stereo not given),-1%,11%,6%,0%,1%,1.4,88%[activator][57.1 µM],nt
Cc1ccc(NC(=O)c2ccc([N+](=O)[O-])o2)c(C)c1,-2%,4%,?,0%,-10%,-1.3,3%,7
CCOC(=O)/C(C(=O)Nc1ccccc1Cl)=C1/NC(C)(C)Cc2ccccc21,4%,-2%,2%,2%,2%,-1.2,-1%,nt
CN1CCN(C(=O)c2ccc(CN3CCOCC3)cc2)CC1,-9%,-2%,11%,-8%,1%,-1.1,0%,nt
COC(=O)N1C(=O)[C@](c2ccccc2)(C(C)C)N1C(=O)OC,5%,0%,-20%,1%,?,-0.2,2%,1
COC(=O)c1c(-c2ccc(N(C)C)cc2)oc2c1C(OC)CCC2 (stereo not given),6%,-8%,-5%,nt,-17%,0.5,-2%,0
CN(Cc1cccs1)C(=O)CN1C(=O)c2ccccc2S1(=O)=O,1%,2%,-3%,0%,-8%,-2.9,2%,-2
O=C(Oc1ccccc1)c1cccc2cccnc12,3%,9%,16%,0%,?,-5.1,-1%,nt
O=C(c1cc(C2CC2)on1)N1CCN(c2ccc(F)cc2)CC1,-2%,-1%,-12%,-1%,-4%,-2.2,-2%,-8
Cc1occc1C(=O)NNC(=O)CN1C(=O)NC2(CCCCC2)C1=O,-4%,-4%,-14%,-1%,-4%,0.3,16%,-19
O=C(N/N=C/c1cccnc1)c1ccc(NC(=O)c2cccc(Cl)c2)cc1,14%,-20%,17%,0%,-11%,-3.8,-32%,-3
CC(=O)NC(C(=O)OCC(=O)N(c1ccccc1)c1ccccc1)C(C)C (stereo not given),2%,0%,0%,-2%,-7%,-0.6,-3%,4
CC1=C(C)CC(C(=O)Nc2ccc(C(=O)N3CCOCC3)cc2)C(C(=O)O)C1 (stereo not given),6%,-3%,-9%,1%,21µM*,-2.0,8%,-9
COc1ccc(C2C(C(=O)NC(C)C)c3ccccc3C(=O)N2C)cc1OC (stereo not given),5%,4%,7%,1%,-1%,-2.3,7%,5
O=C(Nc1cccc2ccccc12)N1CCCN(c2c(Cl)cncc2Cl)CC1,-1%,1%,-12%,-2%,6%,-1.2,-1%,1

Next section.
Field names – A = EPAC1 agonist; B = EPAC2 antag; C = EPAC1 antagonist; D = Mm-Cpn inhibitor; E = PLK1 PBD block; F = CCT chaperon mod; G = WRN helicase inh; H = PI5P4Ka inh
molecule: N#Cc1ccsc1NC(=O)CN1CCN(c2ccccn2)CC1
  A: 3% | B: -9% | C: -13% | D: 0% | E: -10% | F: -0.6 | G: -7% | H: -19
molecule: CCOc1[nH]n(-c2ccccc2)c(=O)c1C=Nc1ccccc1
  A: 1% | B: 0% | C: -20% | D: -4% | E: 3% | F: 1.7 | G: 3% | H: 2
molecule: CCOc1ccccc1Nc1nnc(SCC(=O)Nc2nc(-c3ccc(OC)cc3)cs2)s1
  A: 2% | B: 9% | C: -6% | D: -10% | E: -20% | F: -1.0 | G: 0% | H: -3
molecule: Cc1cc(Nc2cccc(C)c2C)n2nc(C)nc2n1
  A: 1% | B: -10% | C: ? | D: 1% | E: ? | F: -3.8 | G: 5% | H: 0
molecule: COc1cc(OC)nc(Oc2ccccc2C=O)n1
  A: 1% | B: -8% | C: -9% | D: nt | E: -21% | F: -0.5 | G: 2% | H: 0
molecule: CN(C(=O)COC(=O)c1ccc(S(=O)(=O)N2CCCCCC2)cc1)c1ccccc1
  A: -9% | B: 4% | C: -6% | D: nt | E: 0% | F: -0.7 | G: 14% | H: -4
molecule: CCOCCCNC(=O)c1cn(CC)c2ccc(S(=O)(=O)N(C)C3CCCCC3)cc2c1=O
  A: 4% | B: -9% | C: 0% | D: ? | E: -12% | F: -3.4 | G: -8% | H: 9
molecule: CSc1ccccc1NC(=O)COC(=O)Cc1cccs1
  A: 0% | B: 1% | C: -8% | D: 3% | E: -7% | F: 0.1 | G: -4% | H: -1

An excerpt of these results, with values under each structure.
Sequence of screens: EPAC1 agonist | EPAC2 antag | EPAC1 antagonist | Mm-Cpn inhibitor | PLK1 PBD block | CCT chaperon mod | WRN helicase inh | PI5P4Ka inh
- Cc1occc1C(=O)NNC(=O)CN1C(=O)NC2(CCCCC2)C1=O
  -4% | -4% | -14% | -1% | -4% | 0.3 | 16% | -19
- O=C(N/N=C/c1cccnc1)c1ccc(NC(=O)c2cccc(Cl)c2)cc1
  14% | -20% | 17% | 0% | -11% | -3.8 | -32% | -3
- CC(=O)NC(C(=O)OCC(=O)N(c1ccccc1)c1ccccc1)C(C)C (stereo not given)
  2% | 0% | 0% | -2% | -7% | -0.6 | -3% | 4
- CC1=C(C)CC(C(=O)Nc2ccc(C(=O)N3CCOCC3)cc2)C(C(=O)O)C1 (stereo not given)
  6% | -3% | -9% | 1% | 21µM* | -2.0 | 8% | -9
- COc1ccc(C2C(C(=O)NC(C)C)c3ccccc3C(=O)N2C)cc1OC (stereo not given)
  5% | 4% | 7% | 1% | -1% | -2.3 | 7% | 5
- O=C(Nc1cccc2ccccc12)N1CCCN(c2c(Cl)cncc2Cl)CC1
  -1% | 1% | -12% | -2% | 6% | -1.2 | -1% | 1
- N#Cc1ccsc1NC(=O)CN1CCN(c2ccccn2)CC1
  3% | -9% | -13% | 0% | -10% | -0.6 | -7% | -19
- CCOc1[nH]n(-c2ccccc2)c(=O)c1C=Nc1ccccc1
  1% | 0% | -20% | -4% | 3% | 1.7 | 3% | 2
- CCOc1ccccc1Nc1nnc(SCC(=O)Nc2nc(-c3ccc(OC)cc3)cs2)s1
  2% | 9% | -6% | -10% | -20% | -1.0 | 0% | -3
- Cc1cc(Nc2cccc(C)c2C)n2nc(C)nc2n1
  1% | -10% | ? | 1% | ? | -3.8 | 5% | 0
- COc1cc(OC)nc(Oc2ccccc2C=O)n1
  1% | -8% | -9% | nt | -21% | -0.5 | 2% | 0

A portion of the library; count on the stated rates, not on these rows.
